Source: PubChem (several laboratories)
STK33 inh = inhibitors of human STK33 kinase | AID 2661 | hit rate 0.073% among 320,000 | inhibition, % at 10 µM | Q9BYT3 | purified STK33, MBP phosphorylation, ADP-Glo luminescence;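 active means inhibition at or above 25%, using the most active replicate where run in duplicate; inactive means inhibition below 25%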
Target sequence (Q9BYT3 whole entry, looked up): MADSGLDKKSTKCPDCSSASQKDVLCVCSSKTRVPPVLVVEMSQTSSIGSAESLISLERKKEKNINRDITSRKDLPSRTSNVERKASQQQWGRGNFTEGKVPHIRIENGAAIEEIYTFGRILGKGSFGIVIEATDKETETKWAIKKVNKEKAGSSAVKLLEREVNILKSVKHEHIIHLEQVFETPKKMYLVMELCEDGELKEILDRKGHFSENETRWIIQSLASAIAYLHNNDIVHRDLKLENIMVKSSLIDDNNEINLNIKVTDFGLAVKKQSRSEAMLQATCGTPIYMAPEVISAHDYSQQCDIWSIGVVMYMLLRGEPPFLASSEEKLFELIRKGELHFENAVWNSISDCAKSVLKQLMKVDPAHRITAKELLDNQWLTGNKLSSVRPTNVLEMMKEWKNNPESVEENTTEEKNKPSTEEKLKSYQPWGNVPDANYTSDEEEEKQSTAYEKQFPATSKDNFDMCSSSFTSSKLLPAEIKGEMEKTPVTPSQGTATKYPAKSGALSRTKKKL
Kir21 inh = inhibitors of mouse Kir2.1 inward-rectifier potassium channel | P35561 | HEK293-Kir2.1, FluxOR thallium flux fluorescence; hits give low values | B-score at 10 µM | hit rate 0.85% among 310,000 | AID 1672;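 active means fluorescence ratio B-score at or below minus 3 SD of library scores, with starting-brightness B-score within 2 SD, cut at about -4.2 in these data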;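 further: channel flux triggered by added potassium and thallium sulfate stimulus; B-score of peak minus minimum fluorescence over baseline after thallium stimulus; more negative B-score means stronger Kir2.1 block with less thallium influx; some compounds called inactive have numbers as strong as hits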
Target sequence (P35561 whole entry, looked up): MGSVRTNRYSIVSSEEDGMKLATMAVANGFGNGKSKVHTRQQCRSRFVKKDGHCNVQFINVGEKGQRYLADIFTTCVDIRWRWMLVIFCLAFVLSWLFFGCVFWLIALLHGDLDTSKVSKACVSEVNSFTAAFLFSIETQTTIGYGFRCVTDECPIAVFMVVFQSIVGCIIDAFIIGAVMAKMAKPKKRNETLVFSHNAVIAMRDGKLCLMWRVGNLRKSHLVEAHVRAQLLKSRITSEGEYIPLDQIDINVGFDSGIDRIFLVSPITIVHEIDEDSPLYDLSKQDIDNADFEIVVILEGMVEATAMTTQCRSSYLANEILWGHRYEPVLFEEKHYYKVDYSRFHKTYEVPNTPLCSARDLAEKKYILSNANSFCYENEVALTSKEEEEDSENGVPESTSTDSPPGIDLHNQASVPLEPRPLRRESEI
An asterisk follows results filed as active; x = no result given.

SMILES	STK33 inh	Kir21 inh
Cc1cc2cc(CNC(=S)Nc3ccc(OC(F)F)cc3)ccc2[nH]1	-0.5	-0.42
COc1ccc(-c2cc(-c3ccccc3)nc(SCC(=O)Nc3nccs3)c2C#N)cc1	-0.4	1.41
CCn1cc(/C=N/NC(=O)c2ccc3c(c2)OCO3)cn1	0.0	-1.26
Cc1ccsc1/C=N/NC(=O)CSCc1ccc(Cl)cc1	-0.6	1.1
COc1cccc(OCC(=O)O/N=C(\N)c2ccncc2)c1	-0.4	0
COC1OC(COC(=O)c2ccccc2)C(OC(=O)c2ccccc2)C1OC(=O)c1ccccc1 (stereo not drawn)	-0.3	-1.38
Cc1cc(C(=O)NC(Cc2ccccc2)C(=O)O)c(C)o1 (stereo not drawn)	-0.1	0.22
N#Cc1ccc(Cl)cc1NC(=O)CSc1cccc[n+]1[O-]	-1.1	x
CC(=O)Cn1cnc2c(sc3nc(C)cc(C)c32)c1=O	-1.8	0.72
Cc1ccc(N2C(=O)C3CC3C2=O)cc1 (stereo not drawn)	-0.2	0.42
COC(=O)c1c(C(=O)OC)c(-c2cccc(F)c2)n2c1CS(=O)(=O)C2	-0.4	0.33
O=C(N/N=C/c1ccccc1O)NC12CC3CC(CC(C3)C1)C2	0.1	0.29
Cc1nc(SCC(=O)c2ccc(F)c(F)c2)[nH]c(=O)c1Oc1ccc(F)cc1	-0.9	0.03
O=C(CSc1ncc(-c2ccccc2)nn1)NCc1ccco1	-0.6	-0.18
COc1ccc(OC)c(N(CC(=O)N2CCc3ccccc3C2)S(C)(=O)=O)c1	-1.2	0.35
CCc1ccc(NS(=O)(=O)c2c(C(=O)N3CCCCCC3)c(C)n(C)c2C)cc1	6.1	-0.09
Cc1ccc2cccc(OCc3ccccc3)c2n1	-0.5	0.1
Cc1ccnc(NC(=O)CCCc2ccccc2)c1	0.6	0.73
COc1cc(C)c(N(C(C)=O)c2ccccc2)c(C)c1	-0.6	-0.85
O=C(CSc1nnc(C2CC2)n1C1CC1)c1ccc(F)c(F)c1	1.0	x
COc1ccccc1C(=O)Nc1sc2c(c1C(N)=O)CCCC2	-1.2	-0.03
COC(=O)C(C)SC1=N/C(=C/c2ccc(-n3cncn3)cc2)C(=O)N1 (stereo not drawn)	1.8	-0.46
O=C(CN(C(=O)c1csnn1)c1ccccc1F)NC1CCCCC1	-1.8	0.48
CCc1ccc(Nc2ncccc2C#N)cc1	-0.2	-1.23
COc1ccc(C(=O)NC2CC2)cc1OC1CCN(Cc2ccc(F)cc2)CC1	-1.2	-0.88
CC(C)CCn1c(SCCN2CCOCC2)nc2c1c(=O)[nH]c(=O)n2C	-1.0	-0.61
CCCCn1c(N)c(N(CC)C(=O)CSCC(=O)Nc2ccc(OC)cc2)c(=O)[nH]c1=O	-1.6	-0.82
O=C(O)CCC1c2cc3c4cc2OC2Oc5cc6c(cc51)C(CCC(=O)O)c1cc5c7cc1OC(O6)c1cc6cc(c1)Oc1cc(cc(C(=O)O)c1)Oc1cc8cc(c1)C(Oc1cc(c(cc1C5CCC(=O)O)C3CCC(=O)O)OC(O4)c1cc(cc(c1)Oc1cc(cc(C(=O)O)c1)O8)Oc1cc(cc(C(=O)O)c1)Oc1cc(cc2c1)Oc1cc(cc(C(=O)O)c1)O6)O7 (stereo not drawn)	30.0*	0.01
CC1OC(Oc2ccc3ccc(=O)oc3c2-c2c(O)ccc3cc(Oc4ccc5ccc(=O)oc5c4)c(=O)oc23)C(O)C(O)C1O (stereo not drawn)	-1.0	-0.05
Cc1ccc(CS(=O)(=O)Cc2ccc(C(=O)NCc3cccs3)o2)cc1	-0.6	-1.81
CCC(CO)Oc1cc(NCc2ccccc2C(F)(F)F)c2ncn(C(C)C)c2c1 (stereo not drawn)	7.1	x
NS(=O)(=O)c1cc(C(=O)OCC(=O)Nc2ccc(N3CCCCC3)cc2)ccc1Cl	0.0	-1.24
CCOCCCNCc1ccc(Cl)cc1	-1.6	1.2
Cc1nn(CC(=O)OCC(=O)NC(C)c2ccccc2)c(C)c1[N+](=O)[O-] (stereo not drawn)	0.0	0.23
CN(C(=O)Nc1ccc(S(=O)(=O)N(C)C)cc1)C1CCCCC1	-0.1	0.05
CC(=O)Nc1ccc(S(=O)(=O)NCCC(=O)OCc2ccccc2F)cc1	-0.3	x
O=C(Nc1ccccc1C(=O)O)/C(=C/c1ccc([N+](=O)[O-])cc1)NC(=O)c1ccc(Br)o1	1.3	0
CC(C)N1CCN(S(=O)(=O)c2ccccc2)CC1	-1.3	-1.16
COc1cc(C(=O)N2CCN(Cc3ccc4c(c3)OCO4)CC2)c([N+](=O)[O-])cc1OC	1.1	0.13
CCOC(=O)CNC(=S)N(Cc1ccc(C)cc1)Cc1ccc(C)o1	-0.9	-0.38
Cc1cccc(NC(=O)c2cc(NC(=O)C3CCCCC3C(=O)O)ccc2N2CCCCC2)c1 (stereo not drawn)	-0.5	x
CCOc1ccc(/C=c2\sc3nc(-c4ccco4)nn3c2=O)cc1OCC	-1.8	1.34
CNc1nc(-c2ccc3c(c2)CCN3C(=O)CC(C)(C)C)c(C)s1	-1.0	-1.01
Cc1cc(C)nc(SCC(=O)c2ccc(F)cc2)n1	-0.2	-0.75
COc1cccc(-c2nnc(SCC(=O)Nc3ccc4c(c3)OCCO4)n2Cc2ccco2)c1	-1.5	-0.97
Cc1cc2c3ccccc3ncn2n1	-0.6	-0.16
O=S(=O)(Nc1ccc(N2CCOCC2)cc1)c1ccc(F)cc1	-0.1	-1.18
CC(=O)Nc1sc(C)c(C)c1C(=O)OCC(=O)NCc1ccc(Cl)cc1	-1.6	x
O=c1ccc2ccc(Oc3ccc([N+](=O)[O-])cc3[N+](=O)[O-])cc2o1	0.2	-0.96
Cc1noc(C)c1C(=O)OCC(=O)Nc1ccccc1Oc1ccccc1	-1.1	-2.08
O=C(COC(=O)/C=C/c1cccs1)Nc1cccc(S(=O)(=O)N2CCOCC2)c1	x	0.71
c1ccc(Nc2nc(N3CCCCC3)nc(N3CCCCC3)n2)cc1	-0.4	-1.72
C/C(=C\c1ccccc1F)C(=O)c1c(C)cc(C)[nH]c1=O	0.0	1.02
O=C(N/N=C/c1cc2c(cc1[N+](=O)[O-])OCO2)c1ccc2c(c1)OCO2	0.3	0.42
Cc1ccc(N=C2NC(=O)/C(=C/c3cccnc3)S2)c(C)c1	-0.1	1.56
Cn1nnnc1SCc1ccc(C(=O)Nc2ccc(Br)cc2)cc1	-0.1	-2.89
CCOc1ccc(-n2c(Cc3cc(=O)[nH]c(=O)[nH]3)nnc2SC(C)C)cc1	-0.9	0.01
Cn1c(=O)[nH]c(=O)c2c1nc(Br)n2CC(O)c1ccccc1 (stereo not drawn)	-0.3	x
O=C(O)CCCCCCCCCC[n+]1ccccc1	-0.9	-0.66
CC(C)CC1C(C#N)=C(N)Oc2n[nH]c(-c3cccs3)c21 (stereo not drawn)	6.4	-0.01

Reformatted: results already given.
| STK33 inh | Kir21 inh | smiles |
| --- | --- | --- |
| -0.5 | x | Cc1cccc(NC(=O)c2cc(NC(=O)C3CCCCC3C(=O)O)ccc2N2CCCCC2)c1 (stereo not drawn) |
| -1.8 | 1.34 | CCOc1ccc(/C=c2\sc3nc(-c4ccco4)nn3c2=O)cc1OCC |
| -1.0 | -1.01 | CNc1nc(-c2ccc3c(c2)CCN3C(=O)CC(C)(C)C)c(C)s1 |
| -0.2 | -0.75 | Cc1cc(C)nc(SCC(=O)c2ccc(F)cc2)n1 |
| -1.5 | -0.97 | COc1cccc(-c2nnc(SCC(=O)Nc3ccc4c(c3)OCCO4)n2Cc2ccco2)c1 |
| -0.6 | -0.16 | Cc1cc2c3ccccc3ncn2n1 |
| -0.1 | -1.18 | O=S(=O)(Nc1ccc(N2CCOCC2)cc1)c1ccc(F)cc1 |
| -1.6 | x | CC(=O)Nc1sc(C)c(C)c1C(=O)OCC(=O)NCc1ccc(Cl)cc1 |
| 0.2 | -0.96 | O=c1ccc2ccc(Oc3ccc([N+](=O)[O-])cc3[N+](=O)[O-])cc2o1 |
| -1.1 | -2.08 | Cc1noc(C)c1C(=O)OCC(=O)Nc1ccccc1Oc1ccccc1 |
| x | 0.71 | O=C(COC(=O)/C=C/c1cccs1)Nc1cccc(S(=O)(=O)N2CCOCC2)c1 |
| -0.4 | -1.72 | c1ccc(Nc2nc(N3CCCCC3)nc(N3CCCCC3)n2)cc1 |
| 0.0 | 1.02 | C/C(=C\c1ccccc1F)C(=O)c1c(C)cc(C)[nH]c1=O |

Next section.
SMILES	STK33 inh	Kir21 inh
N=C1C(c2ccccc2)=C(O)CN1NC(=O)c1ccccc1	-2.3	0.3
CC1(C)OC(=O)N(CCC(=O)Nc2cccc(F)c2)C1(C)O (stereo not drawn)	-0.5	1.21
COc1cccc(CN(C)C(=O)CCC(=O)c2cc(Br)ccc2OC)c1	-0.4	x
CN(CC(=O)Nc1cccc(F)c1)C(=O)c1cc([N+](=O)[O-])ccc1N1CCCCC1	-0.6	0.63
CSCCC(NC(=O)c1ccccc1C)C(=O)O (stereo not drawn)	0.7	-0.13
CC(C)(C)c1ccc(-c2ccc3c(c2)S(=O)(=O)c2ccccc2C3=O)cc1	0.1	1.24
CN(C)CCC1c2ccc(Cl)cc2CCc2cccnc21 (stereo not drawn) (tested in a mixture with another compound)	-1.2	-0.51
CC1(C(=O)O)COC(c2ccc(Cl)cc2)OC1 (stereo not drawn)	0.0	1.59
C=C(C)Cn1c(=O)c2c(nc3n2CCCN3Cc2ccccc2)n(C)c1=O	-1.0	0.77
COCCn1c(SC(C)C(=O)NC2CCCCC2C)nc2ccccc2c1=O (stereo not drawn)	0.8	0.17
Cc1cc(C)c2c(c1)-c1c(ssc1=S)C(C)(C)N2C(=O)CN1C(=O)c2ccccc2C1=O	-0.4	0.95
Cc1ccc(-c2nnn(CC(=O)N(c3ccccc3)C(C(=O)NC3CCCC3)c3ccco3)n2)o1 (stereo not drawn)	1.2	1.14
Brc1ccc(-n2cc(-c3ccccc3)c3c(NN4CCOCC4)ncnc32)cc1	0.2	-0.53
CCOc1ccc(CCNC(=O)Cn2cccc2C(=O)c2ccccc2)cc1OCC	-0.5	0.8
COc1ccc2oc(C(=O)NCCC(C)C)c(C)c2c1	0.7	-2.18
Cc1cc(C(=O)NC2CCN(Cc3ccccc3)CC2)n[nH]1	-1.2	1.16
CN(Cc1cccc([N+](=O)[O-])c1)Cc1cccc2ccccc12	-2.1	-0.43
CC(C)Nc1nc2c(c(=O)n(C)c(=O)n2C)n1C	-0.3	0.38
C=CCNCCOCCSc1ccc(Cl)cc1	-2.1	-2.08
CCOC(=O)c1ccc(NC(=O)c2ccc(CN3CCOCC3)cc2)cc1	-1.1	0.07
Cc1n[nH]c(=O)nc1N1CCN(c2ccccc2)CC1	-1.4	-0.59
O=C(CSc1cccc[n+]1[O-])NC(=O)c1ccc(OC(F)F)cc1	-0.1	-0.29
COc1ccc(/C(O)=C2/C(=O)C(=O)N(CCN(C)C)C2c2ccc(OC)c(OC)c2)c(C)c1 (stereo not drawn)	-0.2	0.51
CCC[C@@H]1C[C@@H](C(=O)N[C@@H](C2O[C@H](SC)[C@H](O)[C@@H](O)[C@H]2O)[C@H](C)Cl)N(C)C1 (stereo partly drawn)	-3.9	-0.7
O=C(COC(=O)c1ccccc1NCCO)NCC1CCCCC1	-0.8	x
Oc1ccccc1N1CCN(C(=S)Nc2ccc(SC(F)F)cc2)CC1	-0.2	0.31
Cc1cc(C)cc(NC(=O)Nc2cc(S(=O)(=O)N(C)C)ccc2C)c1	-0.3	-0.48
Cc1ccc(NC(=O)c2ccc(Cl)c(NC(=O)c3cccs3)c2)cc1	-0.1	2.51
C/C(CC(=O)NCCN1CCOCC1)=N\NC(=O)c1ccncc1	-0.4	1.02
CCOC(=O)c1nn(-c2ccc(C)c(C)c2)cc1O	0.7	0.62
COc1cccc(-n2ccnc2SCC(=O)Nc2ccccc2)c1	0.8	-4.86*
CC(Oc1ccccc1)c1nnc(SCC(=O)NC2CC2)n1C (stereo not drawn)	-1.4	0
CCC1C(=O)NCCN1C(=O)c1cccc(OC2CCN(S(=O)(=O)N(C)C)CC2)c1 (stereo not drawn)	-2.0	-0.87
COc1cc(OC)c(OC)cc1CNCCNC(=O)c1nonc1N	-0.2	-0.21
COC(=O)c1ccccc1NC(=O)CSc1nnc(C(CO)NC(=O)c2ccccc2Cl)n1C (stereo not drawn)	-2.0	-0.05
CC[C@H](C)/C=C(C)/C=C/C1=CC2=CC(=O)[C@]3(C)OC(=O)[C@@H](C(C)=O)[C@@H]3C2=CO1	-0.7	-1.66
COc1ccc(N2C(=O)CC(N(CCc3ccccc3)C(=O)/C=C/C(=O)O)C2=O)cc1 (stereo not drawn)	-0.9	-0.34
CCN(CC)S(=O)(=O)c1cc(NC(=O)CSc2nccn2C)ccc1C	0.8	-0.01
CCCc1cc(=O)[nH]c(Nc2cc(OC)ccc2OC)n1	19.3	-0.34
CCCn1c(N)c(C(=O)CSc2nc3ccccc3s2)c(=O)[nH]c1=O	7.9	1.06
Cc1ccc(S(=O)(=O)NCc2cccnc2)s1	-0.8	-0.69
Cc1ccc(CNC(=O)CSc2nnc3c(n2)[nH]c2ccccc23)cc1	1.1	1.33
O=[N+]([O-])c1ccc(/C=N/Nc2ncccc2[N+](=O)[O-])s1	-1.2	1.4
Cc1cc(NS(=O)(=O)c2ccc(NC(=O)c3oc4ccccc4c3C)cc2)no1	3.3	0.23
CN1CCN(C(=O)Nc2ccc([N+](=O)[O-])cc2)CC1	-1.1	4.05
N=c1ccn2c(n1)O[C@H]1[C@@H](CO)[C@H](O)O[C@H]12	0.1	x
Cc1cc(C)n(-c2ccc(NC(=O)C3CCN(Cc4ccccn4)CC3)cc2)n1	-1.4	-1.47
COc1cccc(C(=O)NN2c3ccccc3CCc3ccccc32)c1	-0.3	-1.12
Cc1ccc(C(C(=O)NC2CCCC2)N(Cc2ccc(F)cc2)C(=O)c2csnn2)o1 (stereo not drawn)	-1.4	-0.18
COc1ccc(/C=C2\SC(=S)N(CC(=O)N3CCN(C)CC3)C2=O)cc1	-1.1	2.54
